OX1R antag-1: human HCRTR1 antagonism. O43613. AID 434989. actives 0.43% (n = 330,000). CHO/OX1R cells, Fluo-8 calcium fluorescence, orexin A. inhibition, % at 5 µM;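 active means inhibition above its plate's threshold, mean inhibition of all tested compounds on the plate plus 3 SD, cut at about 37% in these data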;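 further: 0% = orexin A challenge wells and 100% = SB-334867-A antagonist wells; not every result past the cut was called active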
Target sequence (O43613 whole entry, looked up): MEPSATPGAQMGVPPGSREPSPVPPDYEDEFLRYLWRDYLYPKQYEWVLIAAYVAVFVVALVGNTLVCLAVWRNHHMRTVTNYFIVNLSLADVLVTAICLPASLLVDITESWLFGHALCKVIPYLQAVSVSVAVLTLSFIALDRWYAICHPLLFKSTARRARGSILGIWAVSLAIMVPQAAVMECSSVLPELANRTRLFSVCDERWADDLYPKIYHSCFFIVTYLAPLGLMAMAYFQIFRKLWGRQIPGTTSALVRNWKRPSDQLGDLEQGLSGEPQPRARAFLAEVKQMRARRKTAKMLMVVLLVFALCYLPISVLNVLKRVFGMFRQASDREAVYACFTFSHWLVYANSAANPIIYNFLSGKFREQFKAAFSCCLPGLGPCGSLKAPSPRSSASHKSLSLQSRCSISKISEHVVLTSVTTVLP
OX1R antag-2: blocks the human orexin 1 receptor | O43613 | OX1R-expressing cells, FRET antagonist read-out | inhibition, % at 6.6 µM | actives 1.8% (n = 330,000) | AID 485270; in the data active means inhibition mostly above about 38%, no sharp cut-off; inactive means mostly below about 40%;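 further: 0% = agonist challenge alone and 100% = reference antagonist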
* hit, by the source's call.

Every second line gives: OX1R antag-1	OX1R antag-2
- CCOc1ccc(NC(=O)Nc2ccc3c(c2)CCC3)cc1
 : -12	17
- COc1ccc(OCCCC(=O)NC(C)c2ccccc2)cc1 (centres undefined)
 : -6	20
- O=C(COC(=O)c1ccc(Br)o1)c1ccc(S(=O)(=O)N2CCCCC2)cc1
 : 14	4
- CC1CCC(NC(=O)c2cc(C3CC3)nn2-c2ccccc2)CC1 (centres undefined)
 : -8	11
- COc1cccc(/C=N/NC(=O)c2ccccc2NC(=O)c2ccco2)c1OC
 : -26	12
- COc1ccccc1-n1cnnc1SCC(=O)c1cc(C)n(Cc2cccs2)c1C
 : -11	12
- Cc1ccc(C)c(N/C(N)=N/c2nc(C)cc(C)n2)c1
 : 70*	9
- NC(=O)c1cc([N+](=O)[O-])ccc1NCc1cccc2ccccc12
 : -8	37
- CCOC(=O)N1CCN(CCC(=O)Nc2ccc(Br)c(C)c2)CC1
 : -9	14
- CC(=O)c1ccc(OCCCC(=O)N(CCC2=CCCCC2)c2c(N)n(Cc3ccccc3)c(=O)[nH]c2=O)cc1
 : -44	18
- CN1C(=O)/C(=C\C=C2/CCCN2C)N(C)C1=S
 : -12	12
- CCCCc1c(O)nc(SCC(=O)c2ccccc2)n(-c2ccccc2)c1=O
 : -3	11
- Cc1c(C(=O)Nc2ccc(F)cc2)c2ccccn2c1CCc1ccncc1
 : -24	6
- O=C(O)c1cc(-c2ccc(/C=N/Nc3ccc(Cl)cc3)o2)ccc1Cl
 : 2	12
- N#Cc1c2ccc([N+](=O)[O-])cc2[n+]([O-])n1-c1ccccc1
 : 2	45*
- CC(=O)c1cnn(-c2cc(Oc3cccc(C)c3)ncn2)c1C
 : -7	33
- O=S(=O)(Nc1nc2ccccc2nc1Cl)c1ccc2c(c1)OCCO2
 : -5	19
- O=C(COc1ccc(F)cc1)Nc1ccccc1N1CCOCC1
 : -18	17
- CC/C(=N/Nc1cccc(Cl)c1)c1cnnc(SC)n1
 : -19	14
- Cc1ccc(/C=C(\C#N)C(=O)NCCN2CCOCC2)cc1
 : -4	8
- c1ccc2c(c1)C(=NCC1CCCO1)NC2=NCC1CCCO1 (centres undefined)
 : 7	4
- CC(C)N=C(N)N=C(N)Nc1ccc(Cl)cc1
 : -6	11
- O=C1CN(C(=O)c2cnccn2)c2ccccc2N1
 : -15	7
- Cc1c(F)cccc1NC(=O)CSCC(=O)Nc1ccccc1
 : -19	19
- CCOC(=O)c1cc(-c2ccc(F)cc2)n(CC(=O)NCc2ccccn2)c1C
 : -22	13
- CCCCC(=O)NC(c1ccco1)c1cc(Cl)c2cccnc2c1O (centres undefined)
 : -38	20
- O=C(Nc1c(F)c(F)c(F)c(F)c1F)C1CCCCC1
 : -16	16
- COc1cc(OC)c(OC)cc1NC(=O)CC1COc2ccccc2O1 (centres undefined)
 : -14	20
- C=C(C)CNC(=O)c1ccc(OC2CCN(S(=O)(=O)N(C)C)CC2)cc1
 : -5	10
- Cn1cc(CN2CCN(c3cnccn3)CC2)c(-c2cccc(Cl)c2)n1
 : -16	8
- COc1cc(C(=O)NCc2ncccc2C)ccc1OC1CCN(C(C)=O)CC1
 : -13	31
- CN1C(=O)C(=C2CCCCCC2)SC1=S
 : -10	32
- Cc1ccc(N(CC(=O)N/N=C/c2cccs2)S(C)(=O)=O)cc1
 : -15	12
- COc1ccc(N(C(=O)c2snc(C(N)=O)c2N)C(C(=O)NCc2ccc(F)cc2)c2ccc(C)o2)c(OC)c1 (centres undefined)
 : -30	13
- O=C1CCC(C(=O)N2CCC(O)CC2)CN1CCc1ccc(Cl)cc1 (centres undefined)
 : -9	-7
- CCOC(=O)c1[nH]c(C)c(C(=O)Nc2cccc(Cl)c2C)c1C
 : -10	7
- Cc1ccc2cccc(N=Cc3c(C)[nH]n(-c4ccccc4)c3=O)c2n1
 : -11	24
- Cc1ccccc1N1C(=O)CC(N2CCN(C(=O)c3ccco3)CC2)C1=O (centres undefined)
 : 2	25
- COc1cc(-c2nnc(COc3ccc4cc(Br)ccc4c3)o2)cc(OC)c1OC
 : -11	13
- CC(=O)Nc1ccc(NC(=O)C23CC4CC(C2)CC(n2cnc(Br)n2)(C4)C3)cc1
 : -1	1
- CS(=O)(=O)N(CCCC(=O)N1CCCCCC1)c1cccc(Cl)c1
 : -10	20
- CCN(CC(=O)NC)S(=O)(=O)c1ccc(C)cc1
 : -12	14
- O=C(NC(=S)N1CCc2ccccc21)c1ccccc1Cl
 : -23	12
- COCCCN=Cc1c(C)[nH]n(-c2ccc(Br)c(C)c2)c1=O
 : -1	18
- Oc1ccc(Cl)cc1C=Nc1ccc2c3c(cccc13)CC2
 : 62*	13
- Cc1onc(-c2ccccc2)c1C(=O)O/N=C(\N)c1ccc([N+](=O)[O-])o1
 : -20	14
- CCc1nnc(NC(=O)CSc2nnc(Cc3ccccc3)n2Cc2ccccc2)s1
 : -28	20
- CCSc1ncc(C#N)c(N)n1
 : -13	9
- CC(C)(C)c1ccc(S(=O)(=O)CC(O)CSc2nc3c(cc2C#N)CCCC3)cc1 (centres undefined)
 : -4	18
- CCN(C(=O)CSc1nnc(-c2ccccc2)o1)c1c(N)n(Cc2ccccc2)c(=O)[nH]c1=O
 : 1	70*
- COc1ccccc1Oc1coc2c(CN3CCOCC3)c(O)ccc2c1=O
 : -6	7
- O=C(/C=C/c1ccccc1)N/C(=C/c1ccccc1)C(=O)Nc1ccc(C(=O)O)cc1
 : -13	35
- Cc1ccc(-c2nnc(Nc3ccc(OCC(N)=O)cc3)c3ccccc23)cc1S(N)(=O)=O
 : -8	-5
- CCCN1CCc2c(sc(NC(=S)NC(=O)c3ccccc3)c2C#N)C1
 : 3	16
- COc1cccc(-c2c(C(=O)N/N=C(\C)c3cccs3)nnn2-c2nonc2N)c1
 : -22	28
- O=C(Nc1ccc(Cl)cc1)C1CCCN(S(=O)(=O)c2cnc[nH]2)C1 (centres undefined)
 : -15	8
- O=C(COC(=O)c1ccc(Cl)c([N+](=O)[O-])c1)Nc1ccccc1OC(F)F
 : -8	55
- COc1ccc(CC(=O)OCCc2cc3cc(OC)c(OC)cc3c(=O)o2)cc1
 : -15	7
- CCOc1ccccc1-n1c(SCC(N)=O)nnc1-c1ccc(O)cc1
 : -1	3
- O=C1CCC([N+](=O)[O-])C(c2ccc3c(c2)OCO3)N1 (centres undefined)
 : -18	1

Ordered by the number under OX1R antag-1 (rising): 3 of the compounds above.
Every second line gives: OX1R antag-1	OX1R antag-2
- CCc1nnc(NC(=O)CSc2nnc(Cc3ccccc3)n2Cc2ccccc2)s1
 : -28	20
- O=C(NC(=S)N1CCc2ccccc21)c1ccccc1Cl
 : -23	12
- Cc1ccc(-c2nnc(Nc3ccc(OCC(N)=O)cc3)c3ccccc23)cc1S(N)(=O)=O
 : -8	-5

The listing continues.
Every second line gives: OX1R antag-1	OX1R antag-2
- CCN(C(=O)N1CCOCC1)c1ccccc1C
 : 2	9
- Oc1ccccc1-c1nnc(COc2ccccc2)o1
 : 0	3
- Cc1nc(N/C(N)=N/S(=O)(=O)c2ccccc2)nc2ccccc12
 : -9	8
- CCOC(=O)c1c(C2CC2)csc1NC(=O)COC(=O)CCS(=O)(=O)c1ccc(C)cc1
 : -20	3
- CN(c1ccccc1)S(=O)(=O)c1ccc2[nH]c(=O)oc2c1
 : 7	7
- CCC12CN(C(=O)c3ccco3)CC(CC)(CN(C(=O)c3ccco3)C1)C2=O
 : 1	9
- CCN(CC)CCN(CC(=O)N(C1CCCCC1)C1CCCCC1)C(=O)c1ccco1
 : -14	12
- Cc1ccc(F)cc1NC(=O)c1cccc2nccnc12
 : -2	13
- O=C(O)CCCCNS(=O)(=O)/C=C/c1ccccc1
 : -1	5
- CCOC(=O)c1c(COC(=O)c2ccco2)nc2ccccc2[n+]1[O-]
 : -13	107*
- Clc1ccc2oc(-c3cccnc3)nc2c1
 : -11	20
- O=C(Oc1ccc2ccc(O)cc2c1)C1CCCCC1
 : -18	29
- Cc1cc(=O)[nH]c(Nc2ccccc2C)n1
 : -5	-3
- O=C(Nc1nc(=O)c2ccccc2s1)c1ccc(F)cc1
 : -2	11
- Cc1ccc(NC(=O)CN(C)Cc2nc3c(Br)cc(Br)cc3c(=O)[nH]2)cc1
 : -27	12
- CC1CN(CCc2ccccc2)c2nc3c(c(=O)n(C)c(=O)n3C)n2C1 (centres undefined)
 : -9	2
- Cc1nn(C)c(C)c1NC(=O)CCl
 : 1	20
- O=C(NC1CCCC1)c1cccc(Cn2cc([N+](=O)[O-])cn2)c1
 : -8	10
- COc1c2ccc(OCC/C(C)=C/C(=O)C=C(C)C)cc2nc2occc12
 : -24	9
- Cc1cc(C=O)c(C)n1-c1ccc(NC2CCCC2)c([N+](=O)[O-])c1
 : -21	24
- COc1cccc(CN2CCN(C(=O)c3cc(-c4cccnc4)nc4ccc(C)cc34)CC2)c1
 : -17	27
- Fc1ccc(/C=N\Nc2cccc(F)c2)cc1
 : 5	11
- CCOc1ccc(NC(=O)N2CCC(NC(=O)C(Cc3cccc(F)c3)NC(C)=O)CC2)cc1 (centres undefined)
 : -1	9
- Cc1ccc(N2CC(=O)N(NC(=O)CN3CCN(c4ccccc4)CC3)CC2=O)cc1
 : -18	5
- CC(C)C1Cc2c(sc3[nH]c(=S)n(Cc4ccccc4)c(=O)c23)CO1 (centres undefined)
 : -6	27
- Cc1ccc(S(=O)(=O)N2CCN(C(=O)CN3C(=O)NC4(CCCC4)C3=O)CC2)c(C)c1
 : 0	8
- Fc1ccc(CSc2nnc(Cc3sc(-c4ccccc4)nc3-c3ccccc3)o2)cc1
 : -15	10
- CC(C)(C)NC(=O)CN(C(=O)c1snc(C(=O)NC2CCCCC2)c1N)c1ccc(F)cc1
 : -14	10
- CCOC(=O)c1c(N)nn(C(=O)c2ccccc2F)c1-c1ccc(OC)cc1
 : -11	20
- CCN(Cc1ccccc1)c1ccc(/C=N/NC(=S)NC(C)C)cc1
 : -42	13
- CCOc1ccc(/C=N/NC(=O)CN2CCCCCCC2)cc1
 : -19	2
- CCOc1cc(/C=C(/C#N)C(=O)Nc2ccc(O)cc2)cc(Br)c1O
 : -2	1
- COc1cc(C2NC(=O)NC(c3ccccc3)=C2C(C)=O)cc([N+](=O)[O-])c1O (centres undefined)
 : -12	36
- O=C1OC(Cc2ccncc2)C(O)=C1C1=NCCCN1 (centres undefined)
 : -14	1
- O=C1c2ccccc2[C@@H]2C[C@H](NC34CC5CC(CC(C5)C3)C4)[C@@H](O)CCN12
 : -13	14
- Cc1ccnc(NC(=O)c2ccccc2NC(=O)c2ccc(Cl)cc2Cl)c1
 : -43	-3
- O=C(C[C@@H]1C/C=C\C[C@H](NC(=O)OCC2c3ccccc3-c3ccccc32)C(=O)OC[C@@H]2CCCN2C1=O)NCCO
 : -9	8
- CCCCNC(=O)CSc1nnc(NC(C)=O)s1
 : -25	6
- CCOC(=O)N1CCN(Cc2cn[nH]c2-c2ccc(-c3ccccc3)cc2)CC1
 : -24	15
- Cc1oc(-c2ccccc2Cl)nc1CSc1nc2c(c(=O)[nH]1)CCCC2
 : -32	7
- O=C(c1ccccn1)N(Cc1cc2ccccc2[nH]c1=O)C1CCCCC1
 : -23	17
- O=C(Nc1ccc(OC(F)(F)F)cc1)Nc1cccc([N+](=O)[O-])c1
 : 36	79*
- CN(C(=S)NC(=O)c1ccccc1)C1CCCCC1
 : -6	8
- Cc1cc(NC(=O)CSc2nccn2-c2cccc(Cl)c2)no1
 : -15	16
- CCOC(=O)N1CCN(C(=O)c2ccc3c(=O)n(-c4cc(OC)ccc4OC)c(=S)[nH]c3c2)CC1
 : -27	21
- COc1ccc(S(=O)(=O)N(C)C[C@@H]2Oc3ccc(NC(=O)Nc4c(C)noc4C)cc3C(=O)N([C@H](C)CO)C[C@@H]2C)cc1
 : -22	6
- CCOC(=O)N1CCC(NC(=O)c2cc3c(=O)[nH]c4ccccc4c3n2C)CC1
 : -17	1
- CCC(C)c1ccc(OCC(=O)Nc2ccc3[nH]c(=O)[nH]c3c2)cc1 (centres undefined)
 : 5	15
- COc1ccc(CCN(C)C2CCCN(C(=O)CCSC)C2)cc1OC (centres undefined)
 : -25	1
- CN(C)CCNC(=O)C(=O)Nc1cc2c3c(c1)CCN3C(=O)CC2
 : 6	1
- S=C(Nc1ccccc1)N(Cc1ccccc1)Cc1ccncc1
 : -16	24
- CC(=O)Nc1c(C(=O)N2CCCCCC2)cnn1-c1ccccc1Cl
 : -8	10
- O=C(NC1CC2CCCC(C1)N2Cc1ccc(F)cc1)c1ccc(F)cc1 (centres undefined)
 : -21	5
- COc1cc(NC(=O)C2CCN(c3cnccn3)CC2)cc(OC)c1OC
 : -7	10
- CCCCNc1c(N2CCN(C(=O)OCC)CC2)c(=O)c1=O
 : -1	6
- CCOc1ccc(OCC)c(S(=O)(=O)NCc2ccc3c(c2)OCO3)c1
 : -4	14
- O=C(NCC(c1cccs1)N1CCOCC1)c1cn(-c2ccccc2)nc1-c1ccc(F)cc1 (centres undefined)
 : -26	4
- CC(/C=C/c1ccccc1)=N/NC(=O)c1cccc(Br)c1
 : -9	16
- O=C(Nc1nc(SCc2ccc(F)cc2)ns1)c1ccco1
 : -9	34
- CCCC(=O)Nc1cccc(-c2nc3ccccc3c(=O)o2)c1
 : -10	0

The list goes on:
Every second line gives: OX1R antag-1	OX1R antag-2
- C/C(=N\NC(=O)Cc1cccn1C)c1cccs1
 : -3	2
- CC(c1ccccc1)c1nnc(NC(=O)c2ccc3c(c2)OCO3)s1 (centres undefined)
 : -23	13
- COc1ccc(Cc2nc3ccc(C(=O)N4CCCCC4CCO)cc3o2)cc1 (centres undefined)
 : -7	3
- CCN(CC)c1ccc(C2C(C(=O)OCCOC)=C(C)NC3=C2C(=O)CCC3)cc1 (centres undefined)
 : -17	14
- O=C(Nc1ccccc1-c1ccccc1)c1ccc(=O)[nH]n1
 : -9	24
- O=S(=O)(Nc1nc2ccccc2nc1NCc1ccco1)c1ccccc1
 : -16	20
- Cc1ccc(NC(=O)c2ccccc2OCc2ccc([N+](=O)[O-])cc2)nc1
 : -22	24
